Screening data deposited in PubChem by National Center for Advancing Translational Sciences (NCATS).
KDM5B inh – Primary screen for KDM5B Histone Demethylases FDH-coupled qHTS. KDM5B demethylase, FDH-coupled NADH fluorescence (FDH is formaldehyde dehydrogenase). Potency, µM (highest dose often 57.7 µM), for inactives: at the highest dose activity change, negative = inhibition, most hits filed as inhibitors. 220,000 compounds, 2.6% hits. AID 1347165, 2019; active = well fitted inhibition curve with a large enough effect; inconclusive = small, poorly fitted or top-dose-only effect; inactive = no such curve, though single readings can be large or run the other way; note: 0% is about no effect; nearly all actives have a fitted effect of over 70% in size
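Inhibition is measured as reduced NADH fluorescence generation from FDH coupling to formaldehyde release. Truncated KDM5BΔAP at 200 nM final acts on H3K4me3 peptide (12.5 µM in substrate mix) in pH 7.5 HEPES buffer with Tween-20, 30 min, room temperature.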
Numbers without * were called inactive; ? = inconclusive; [ ] = another dose, or the depositor's remark. Potency is the fitted concentration of half-maximal effect. The list is partial. The share of hits here may be higher or lower than overall.

| KDM5B inh | canonical_smiles |
| --- | --- |
| 22% | O=C(Cn1cc(C(F)(F)F)cc(Cl)c1=O)Nc1cc(Cl)ccc1F |
| -5% | COc1ccc(N2CC(C(=O)NCc3ccc(F)cc3)NC2=O)cc1 (stereo not given) |
| 12% | COc1ccc(Br)c(C(=O)Nc2cc3c(cc2N2CCCCC2)n(C)c(=O)c(=O)n3C)c1 |
| ? | Cc1ccc(-c2cc(C(=O)NCc3cnn(C)c3C)c3ccccc3n2)cc1C |
| -3% | C=CCn1c(SCC(=O)Nc2ccc(C(=O)O)cc2)nc2sc(C)c(C)c2c1=O |
| -12% | CN1CCC(OC2CCN(C(=O)c3ccc(F)c(F)c3)CC2)CC1 |
| 22% | COCCCNC(=O)C(NC(=O)c1ccc(C)cc1)C1CCN(C(=O)c2ccccc2C)CC1 (stereo not given) |
| -26% | COC[C@H]1NC(=O)CC[C@H]1C(=O)Nc1cccc(OC)c1 |
| 124%[activator] | Cc1nc(C(=O)N2CC[C@H](NC(=O)C3CCNCC3)C[C@H]2C(=O)N[C@@H](Cc2cccs2)C(N)=O)cs1 |
| -12% | COc1cc(NC(=O)Cn2nc3ccc(SC4CCCCC4)nn3c2=O)cc(OC)c1OC |
| -13% | O=C(CN1CCCCC1)Nc1nc(-c2ccccc2)c(-c2ccccc2)s1 |
| -13% | Cn1ccnc1C(=O)N1CCCC(c2noc(COc3ccccc3F)n2)C1 (stereo not given) |
| 9% | O=C(CSc1nnc(-c2ccccc2)c(-c2ccccc2)n1)NC(=O)NCc1ccccc1 |
| ? | Cn1nc(C2CCCN2)c2c(C(=O)NC3CC3)cc(C3CC3)nc21 (stereo not given) |
| 249%[activator] | O=C(Cc1ccccc1)NC[C@H]1O[C@H](Cc2cc(CN3CCNCC3)on2)CC[C@@H]1O |
| 0% | Cc1ccc2c(CCNC(=O)c3cnccn3)c[nH]c2c1 |
| -3% | Cc1coc2cc3oc(=O)c(CC(=O)N4CCCCC4)c(C)c3cc12 |
| -12% | CCOc1c(Br)cc(C(=O)N2CCN(c3ncccn3)CC2)cc1OC |
| -17% | C=C(C)COc1ccc2c(=O)c(-c3ccccc3OC)coc2c1 |
| 8% | COC(=O)c1ccc(OC)cc1OCc1ccc(C#N)cc1 |
| 6% | O=C(NCc1ccc(Cl)cc1)C1CCN(S(=O)(=O)c2ccc(F)cc2)CC1 |
| -18%[86.2 µM] | c1ccc(CN2CC[C@H](c3nnc(Cc4c[nH]c5ccccc45)o3)C2)cc1 |
| -36% | CCN(CC)c1ccc(C(=O)N2CCCC(n3cc(-c4noc(C)n4)nn3)C2)cc1 (stereo not given) |
| ? | CCOCCCn1c(=N)c(C(=O)NCc2cccnc2)cc2c(=O)n3cc(C)ccc3nc21 |
| 35µM* | O=C(NCc1ccccn1)C1CCCN(c2nc3ncccc3o2)C1 (stereo not given) |
| ? | Cn1nc(-c2ccccc2F)c2cc(C(=O)NCCc3ccc(Cl)cc3)sc21 |
| 19%[86.2 µM] | CN(C)C[C@H]1O[C@@H]2C[C@@H](CC(=O)N3CCC(F)(F)C3)O[C@@H]2[C@@H]1O |
| 11% | O=C(Cn1ccn2nc(-c3ccc4c(c3)OCO4)cc2c1=O)NCc1ccco1 |
| ? | O=C(CSc1nc2c([nH]c3ccccc32)c(=O)n1-c1ccc(F)cc1)NCC1CCCO1 (stereo not given) |
| -2% | Cc1cc(C)c(NC(=O)c2ccc3nc(C(C)C)oc3c2)c(C)c1 |
| -11% | C/C(Cc1ccccc1)=N\NC(N)=S |
| -8% | Cc1cc2ccccc2n1CC(=O)NC1CCC(C)CC1 (stereo not given) |
| 14% | Cn1c(CNC(=O)c2ccco2)nnc1SCC(=O)c1ccc(Br)cc1 |
| -30% | COc1ccc(NC(=O)CN(C)S(=O)(=O)c2ccc3c(c2)c(=O)n(C)c(=O)n3C)cc1 |
| ? | CC(C)C1NC(=O)N(Cc2cc(F)cc3cccnc23)C1=O (stereo not given) |
| ? | CCn1c(CNC(=O)C23CC4CC(CC(C4)C2)C3)nnc1SCC(=O)Nc1ccccc1 |
| 21% | OB(O)c1cccc2c1sc1ccccc12 |
| -23% | O=C([C@@H]1COCC(=O)N1Cc1ccccc1)N1CCN(Cc2ccc3c(c2)OCO3)CC1 |
| -10% | Cc1ccc(Nc2nc(-c3cc4cc(Br)ccc4oc3=O)cs2)cc1 |
| 9% | Cc1ccc2c(=O)cc(C(=O)N3CCC(Cc4ccccc4)CC3)oc2c1 |
| 8% | Cc1ccc(C(=O)NCC23CCC=C2N(C)C(=O)CC3)cn1 (stereo not given) |
| ? | Cc1nn(-c2ccc(F)cc2)c(Oc2ccccc2F)c1CCC(=O)NCc1ccco1 |
| ? | S=C1NC2=C(CCC/C2=C\c2ccc(Cl)cc2)C(c2ccc(Cl)cc2)N1 (stereo not given) |
| ? | Cc1nn(CCCC(=O)NCc2ccc(OC(C)C)cc2)c(=O)c2c1sc1ccccc12 |
| -5% | O=C(Cc1ccc(F)cc1)Nc1ccc2ncnc(N3CCCC3)c2c1 |
| -8%[115 µM] | O=C(O)CCC(=O)N1CCC2(CC1)C(=O)NCN2C(=O)Cc1c[nH]c2ccccc12 |
| -9% | C[C@H]1CN(S(=O)(=O)c2ccccc2)C[C@@H]1c1nc(-c2ccncc2)no1 |
| 9% | CCn1c(SCC(=O)Nc2cccc(C(F)(F)F)c2)nnc1-c1cc2ccccc2o1 |
| ? | CCOC(=O)c1cc(-c2csc(Nc3c(C)cc(C)cc3C)n2)on1 |
| -1% | COc1ccc(CCN2C(=S)N(C)C(=O)C2CC(=O)Nc2ccc(F)cc2)cc1 (stereo not given) |

(continued)
| KDM5B inh | canonical_smiles |
| --- | --- |
| -5% | CCN(Cc1ccccc1)C(=O)C1CCCN(C(=O)c2cccnc2)CCC(=O)NCC1 (stereo not given) |
| 2% | CCOC(=O)c1c(NC(=O)Cc2coc3cc(C)cc(C)c23)sc2c1CCC2 |
| ? | CC(=O)c1ccc(NC(=O)c2cc(C)nc3c2c(C)nn3-c2ccc(C)cc2)cc1 |
| -14% | COc1ccccc1C(=O)N1CCC2(CC1)COc1ccccc1C(=O)N2 |
| 20% | COc1ccc2oc(C(=O)OCC(=O)c3ccc4c(c3)OCO4)c(C)c2c1 |
| -28% | CCN(CC)C(=O)c1coc(COc2ccc3c(c2)C(c2cccc(F)c2)N(C(=O)C(C)C)CC3)n1 (stereo not given) |
| 21%[86.2 µM] | COC(=O)N(C)Cc1cccc(C(F)(F)F)c1 |
| -20% | CCC(=O)NCC12CCCC=C1N(C)C(=O)CC2 (stereo not given) |
| -6% | O=C(NCCc1ccccc1)N1CCC(Oc2ccc(-c3noc(C4CC4)n3)cc2)C1 (stereo not given) |
| 1% | Cn1cnnc1Sc1nc2c(c(=O)n(C)c(=O)n2C)n1Cc1ccc(Br)cc1 |
| -8% | Cn1cc(C(NS(=O)(=O)c2cccc3c2OCCO3)C2CC(O)C2)cn1 (stereo not given) |
| -10% | COc1cccc(CNC(=O)c2cccc(N3CCCS3(=O)=O)c2)c1 |
| -7% | O=C(NC1CCN(c2cnn(Cc3ccccc3)c(=O)c2)CC1)c1ccoc1 |
| -23% | COC(=O)c1ccnc(/C=N/O)c1 |
| 14% | CCOc1ccc(C(=O)N2CCC3(CC2)N(CCOC)C(=O)CS3(=O)=O)cc1 |
| 19% | CCOC(=O)c1ccc(NC(=O)CCS(=O)(=O)c2ccc3c(c2)CC(C)N3C(=O)CC)cc1 (stereo not given) |
| -39% | Cc1csc(NC(=O)c2ccc(COc3ccccc3)o2)n1 |
| -12% | CN1C(=O)Cc2cc(S(=O)(=O)N3CCN(c4ccccc4F)CC3)ccc21 |
| -10% | CN(Cc1cccnc1)c1nc2c(c(=O)[nH]1)CCN(Cc1ccc(C(F)(F)F)cc1)CC2 |
| 8% | COc1ccccc1N1CCN(C(=O)C2CCCN(S(=O)(=O)c3ccc4c(c3)CCCN4C(C)=O)C2)CC1 (stereo not given) |
| -12% | Cn1cc(C(=O)NCCCN2CCCCCC2=O)c2ccccc21 |
| -9% | O=C(/C=C/c1cccc(F)c1)c1cc2ccccc2oc1=O |
| ? | CC1=C(C(=O)Nc2ccc(C)cc2C)C(c2ccc(C(C)C)cc2)NC(=S)N1 (stereo not given) |
| 12% | Cc1ccccc1CCNC(=O)c1ccc2c(c1)CCCC2 |
| -7% | CC(C)(C)C(=O)Nc1cc(-c2cccc(Br)c2)nn1-c1ccccc1 |
| -24% | COc1ccc(N2Cc3c(NCC4CCCCCC4)ncnc3N(C)CC2=O)cc1 |
| -7% | N#C/C(=C/c1ccccc1)C(=O)c1c[nH]c2cc(F)ccc12 |
| -22% | O=C(Nc1cccc(C(=O)OCc2cc(=O)n3ccsc3n2)c1)c1ccc(F)cc1 |
| 0%[115 µM] | COC[C@H]1C[C@@H](NCc2c(C)noc2C)[C@H](O)[C@@H]1O |
| -126% | O=c1[nH]c(=O)n(CC2CCCO2)c2nccc(-c3ccc4ccccc4c3)c12 (stereo not given) |
| -20% | O=C(c1cn(-c2ccccc2)nc1-c1cccnc1)N1CCN(S(=O)(=O)c2cccc(F)c2)CC1 |
| -6% | O=C(Nc1ccccc1N1CCOCC1)C1CCN(S(=O)(=O)c2ccc(Cl)cc2)CC1 |
| 2% | O=C(CCNc1ncnc2nc[nH]c12)NCCC1CCN(Cc2ccccc2)CC1 |
| 0% | O=C(c1ccc[nH]c1=O)N1C[C@@H](COCC2CC2)[C@H](c2ccccn2)C1 |
| 26% | CN(C)S(=O)(=O)NCC1CCCN(C(=O)Cc2ccc3c(c2)OCO3)C1 (stereo not given) |
| 15% | COc1ccc(NS(=O)(=O)c2ccc(C)c(C(=O)N(C)Cc3ccc(C)cc3)c2)cc1 |
| -17% | COc1ccc(CC(=O)Nc2ccc3c(c2)CN(Cc2ccc(OC)cc2OC)C(=O)C(C)O3)cc1 (stereo not given) |
| -10% | O=C(CN(c1cc(C(F)(F)F)ccc1Cl)S(=O)(=O)c1ccccc1)NCCc1ccccc1 |
| 16% | CC(=O)c1ccccc1NCC(=O)Nc1ccccc1 |
| -40% | CCc1ccc(NC(=O)c2sc(-n3nc(C)c(Cc4ccc(OC)cc4)c3C)nc2C)cc1 |
| 22% | COc1ccccc1N(Cc1cc(=O)[nH]c2ccccc12)C(=O)c1ccc([N+](=O)[O-])cc1 |
| 33%[activator] | COc1c[nH]c(CN2CCCC(CCc3ccccc3C(F)(F)F)C2)cc1=O (stereo not given) |
| -28% | CCOC(=O)c1c(S(=O)(=O)N2CCCC(C(=O)Nc3cccc(CC)c3)C2)c(C)n(CC)c1C (stereo not given) |
| 25µM* | Cc1cccn2c(CNC(=O)CCc3cc4n(n3)CCCNC4)cnc12 |
| 5% | Cc1ccc(NC(=O)N2CCC(Cc3nncn3Cc3ccccc3)C2)cc1C (stereo not given) |
| 6% | COc1ccc(NC(=O)Cc2ccc(OC)c(OC)c2)cn1 |
| 16% | CC(=O)c1c[nH]c(C(=O)NC(C)c2ccccc2Cl)c1 (stereo not given) |
| -4% | COc1ccc(C(=O)N2CCc3nnc([C@@H]4C[C@@H](O)CN4C)n3CC2)cc1F |
| -16%[86.2 µM] | CCC(CC)C(=O)NC[C@@H]1C=C(C)[C@H](Cc2nc3c(C)cccc3[nH]2)C[C@H]1C(C)C |
| ? | CC1CCC2(CCc3cc4c5c(c(=O)oc4cc3O2)CCC5)CC1 (stereo not given) |

Look-ups from above:
O=C(c1cn(-c2ccccc2)nc1-c1cccnc1)N1CCN(S(=O)(=O)c2cccc(F)c2)CC1 | KDM5B inh = -20%
CC(=O)c1ccccc1NCC(=O)Nc1ccccc1 | KDM5B inh = 16%
O=c1[nH]c(=O)n(CC2CCCO2)c2nccc(-c3ccc4ccccc4c3)c12 (stereo not given) | KDM5B inh = -126%
COc1ccc(N2Cc3c(NCC4CCCCCC4)ncnc3N(C)CC2=O)cc1 | KDM5B inh = -24%

Random excerpt: four records from the list, in no set order.
| KDM5B inh | canonical_smiles |
| --- | --- |
| -24% | COc1ccc(N2Cc3c(NCC4CCCCCC4)ncnc3N(C)CC2=O)cc1 |
| 5% | Cc1ccc(NC(=O)N2CCC(Cc3nncn3Cc3ccccc3)C2)cc1C (stereo not given) |
| 15% | COc1ccc(NS(=O)(=O)c2ccc(C)c(C(=O)N(C)Cc3ccc(C)cc3)c2)cc1 |
| -17% | COc1ccc(CC(=O)Nc2ccc3c(c2)CN(Cc2ccc(OC)cc2OC)C(=O)C(C)O3)cc1 (stereo not given) |

(list continues)
| KDM5B inh | canonical_smiles |
| --- | --- |
| -1% | Cc1ccc(S(=O)(=O)N2CCOCC2)cc1C(=O)OCC(=O)c1ccc(Br)cc1 |
| ? | CCN1CCN(CCCNC(=O)c2cn3ccnc(-c4ccc(C)cc4)c3n2)CC1 |
| 12% | CCc1nnc(NC(=O)c2cc(S(=O)(=O)N3CCCCC3)ccc2C)s1 |
| ? | CCN1CCC(CCNC(=O)CCC[C@@H]2[C@H]3CCCN4CCC[C@@H](CN2C(C)=O)[C@@H]34)CC1 |
| ? | O=C(Nc1cccnc1)[C@@H]1C[C@H](c2ccc(F)cc2)N(Cc2ccccc2Cl)C1 |
| 16% | CCOC(=O)Nc1cccc(C#N)c1 |
| 14% | Cc1ccc(SCCC(=O)N2CCN(S(=O)(=O)c3ccc(Cl)s3)CC2)cc1 |
| ? | Cc1nnnn1CCC(=O)N1CCCC(c2nnc(Cn3ccnc3)n2C)C1 (stereo not given) |
| 176%[activator] | CCn1nc(C(=O)OCC(=O)Nc2ccc(Cl)c(S(=O)(=O)N(C)C)c2)c2ccccc2c1=O |
| 17% | Cc1onc(-c2ccccc2Cl)c1C(=O)NCc1ccccn1 |
| -18% | Cn1c(=O)c2sccc2n2c(CCCC(=O)Nc3ccc(Cl)cc3)nnc12 |

As a working copy, 2 of the compounds above:
| KDM5B inh | canonical_smiles |
| --- | --- |
| 17% | Cc1onc(-c2ccccc2Cl)c1C(=O)NCc1ccccn1 |
| -18% | Cn1c(=O)c2sccc2n2c(CCCC(=O)Nc3ccc(Cl)cc3)nnc12 |
